From PubChem BioAssay
APOBEC3A inh = APOBEC3A ssDNA deaminase inhibitors, primary screen, selectivity assay for APOBEC3G inhibitor project, biochemical, FAM/TAMRA oligo cleavage fluorescence; recombinant A3A, FAM/TAMRA ssDNA deamination fluorescence; inhibition, % at 20 µM; 0.41% of 330,000 active; AID 493011, 2011;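 active = at least 40% inhibition at 20 µM here, with at most 30% in a related deaminase screen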;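 note: plate controls were A3A with DMSO for no effect and wells lacking A3A enzyme for full effect; some results filed as inactive read as strong as hits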
mIAP block = inhibitors of mouse IAP, primary screen, biochemical, luminescence, uHTS. inhibition, % at 10 µM. 0.2% of 330,000 active. purified mouse IAP, CDP-Star luminescence, 30 min;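 active = inhibition of at least 40% at 10 µM in the primary screen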;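 note: plate controls were DMSO with enzyme for no effect and no enzyme wells for full effect; values of inactives mirror those of a sister screen read the other way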
ATG4B inhibitor = ATG4B protease inhibitors, primary screen, biochemical, fluorescence, uHTS. 0.51% of 340,000 active. Cysteine protease ATG4B (Homo sapiens), Q9Y4P1. ATG4B cleavage of LC3-PLA2, NBD-HPC fluorescence, 1 h. inhibition, % at 8.33 µM. AID 504462, 2011; in the data active = inhibition above about 40%
Target sequence (Q9Y4P1 whole entry, looked up): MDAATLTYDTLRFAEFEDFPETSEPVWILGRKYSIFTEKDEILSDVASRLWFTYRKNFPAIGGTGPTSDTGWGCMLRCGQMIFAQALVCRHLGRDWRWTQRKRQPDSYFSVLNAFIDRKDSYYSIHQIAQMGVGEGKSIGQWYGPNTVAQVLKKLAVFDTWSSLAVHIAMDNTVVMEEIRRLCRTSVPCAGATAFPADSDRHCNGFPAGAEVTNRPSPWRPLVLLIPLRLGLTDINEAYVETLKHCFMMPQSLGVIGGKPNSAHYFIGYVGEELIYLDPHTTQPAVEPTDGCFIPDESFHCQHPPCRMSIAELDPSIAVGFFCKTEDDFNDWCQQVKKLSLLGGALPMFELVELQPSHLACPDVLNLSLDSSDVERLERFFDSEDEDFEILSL
hIAP block = human IAP inhibitors, primary screen, biochemical, luminescence, uHTS; inhibition, % at 10 µM; Intestinal-type alkaline phosphatase (Homo sapiens), P09923; AID 2544, 2010; 0.12% of 330,000 active; purified IAP, CDP-Star luminescence, 30 min;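 active = inhibition reaching a set limit with compound at 10 µM in the primary screen, cut at about 35% in these data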;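 note: plate controls were DMSO wells with enzyme for no effect and no-enzyme buffer wells for full effect; values of inactives mirror those of a sister screen read the other way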
Target sequence (P09923 whole entry, looked up): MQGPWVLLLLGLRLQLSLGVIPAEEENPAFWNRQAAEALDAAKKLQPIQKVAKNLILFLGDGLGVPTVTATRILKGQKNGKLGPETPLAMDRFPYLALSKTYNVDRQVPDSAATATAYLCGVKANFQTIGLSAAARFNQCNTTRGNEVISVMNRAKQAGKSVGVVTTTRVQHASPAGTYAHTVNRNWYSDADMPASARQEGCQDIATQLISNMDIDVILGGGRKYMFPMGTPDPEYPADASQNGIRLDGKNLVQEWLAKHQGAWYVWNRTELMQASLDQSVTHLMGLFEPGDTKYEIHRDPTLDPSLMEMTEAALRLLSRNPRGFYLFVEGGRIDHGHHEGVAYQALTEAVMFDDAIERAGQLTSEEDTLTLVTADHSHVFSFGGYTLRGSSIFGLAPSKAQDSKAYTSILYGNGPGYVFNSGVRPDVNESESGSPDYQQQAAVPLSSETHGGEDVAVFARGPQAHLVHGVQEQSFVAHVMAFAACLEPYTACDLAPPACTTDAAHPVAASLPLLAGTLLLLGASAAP
PfG6PD inh = PfG6PD enzyme inhibitors, primary screen, biochemical, fluorescence intensity, uHTS. 0.78% of 350,000 active. PfGluPho enzyme, NADPH resazurin-diaphorase fluorescence. inhibition, % at 20 µM. glucose-6-phosphate dehydrogenase-6-phosphogluconolactonase (Plasmodium falciparum 3D7);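 active = inhibition reaching at least a set limit at 20 µM in the primary screen, cut at about 59% in these data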;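 note: 0% = DMSO wells with substrate and 100% = DMSO wells lacking glucose-6-phosphate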
HKDC1 inh = HKDC1 hexokinase inhibitors, primary screen, biochemical, fluorescence, uHTS | inhibition, % at 20 µM | AID 493160, 2011 | recombinant HKDC1, G6PDH/diaphorase resazurin coupled fluorescence | 0.16% of 340,000 active | Q2TB90;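 active = inhibition above about 35% when tested at 20 µM, limit read from the data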;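 note: plate controls were DMSO wells with enzyme for no effect and DMSO wells lacking enzyme for full effect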
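Incubation: 90 min at room temperature in dark / Material: recombinant HKDC1 (HK5) hexokinase enzyme, produced in-house / Quantity: enzyme 5 µg/mL final / Compound: one dose of 20 µM, 1% DMSO / Reagent: glucose and ATP substrates / Buffer or medium: Tris pH 8.0 buffer with MgCl2, Tween-20, BSA, BME / Technique: resorufin fluorescence at 613 nm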
mIAP activ = activators of mouse IAP, primary screen, biochemical, luminescence, uHTS | muIAP, CDP-Star luminescence, 30 min; hits give high values; 1 = vehicle-only enzyme signal, 0 = enzyme-free wells | activation factor at 10 µM | 0.24% of 330,000 active;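 active = activation factor of at least 2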; note: the source names both 10 and 20 µM as test concentration; values of inactives mirror those of a sister screen read the other way
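Assay system: mouse IAP enzyme / Compound: DMSO-dissolved test compounds / Timing: 30 min, room temperature / Measured by: luminescence from enzymatic CDP-Star hydrolysis / Control set: DMSO-only wells, enzyme-free buffer wells as negative control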
hIAP activ = human IAP activators, primary screen, biochemical, luminescence, uHTS. Intestinal-type alkaline phosphatase (Homo sapiens), P09923. purified human IAP, CDP-Star luminescence, 30 min; hits give high values; 1 = vehicle-only enzyme, 0 = enzyme-free background. activation factor at 10 µM. 0.16% of 330,000 active;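 active = activation factor of the enzyme at least 2-fold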; note: the source names both 10 and 20 µM as test concentration; values of inactives mirror those of a sister screen read the other way
The depositor's hits bear a star.

SMILES	APOBEC3A inh	mIAP block	ATG4B inhibitor	hIAP block	PfG6PD inh	HKDC1 inh	mIAP activ	hIAP activ
CCCNC(=O)CS(=O)(=O)Cc1nc(-c2ccccc2C)oc1C	-2	-4	-9	-24	-3	-4	1	1.2
CCNc1nc(NCC)n2c(SCC(=O)Nc3ccccc3)nnc2n1	-5	-12	-6	-15	2	-4	1.1	1.1
CN(C(=O)COC(=O)c1ccccc1OCc1ccc(Cl)cc1)c1c(N)n(Cc2ccccc2)c(=O)[nH]c1=O	1	7	0	-8	-6	-5	0.93	1.1
COc1ccccc1C(C)NC(=O)C1CCN(S(=O)(=O)c2cccs2)CC1 (stereo not given)	1	-8	7	1	-1	-6	1.1	0.99
COC(=O)c1cnn(-c2cc(Oc3ccccc3)ncn2)c1N	1	1	2	-19	-8	-9	0.99	1.2
COc1cc(NC(=O)C2CC(=O)NC3=C2C(=O)CCC3)c(OC)cc1Cl (stereo not given)	1	-2	3	-16	-4	0	1	1.2
CCOC(=O)c1c(NC(=O)CSc2nnc(-c3ccccc3C)n2C)sc(C(C)=O)c1C	-5	3	7	0	1	4	0.97	1
COc1ccc(CNC(=O)CSc2nnc(NC(=O)C3CC3)s2)cc1	-2	-8	-13	5	3	-4	1.1	0.95
CC(C)CNC(=O)C1CCN(S(=O)(=O)c2ccc(-n3cnnn3)cc2)CC1	-2	-4	-3	4	-3	-3	1	0.96
COc1ccc(S(=O)(=O)NC2CC(C)(C)NC(C)(C)C2)cc1C(C)C	-7	-7	-13	-17	-10	-3	1.1	1.2
O=C(CCc1nc2ccccc2c(=O)[nH]1)NNC(=O)COc1ccccc1Cl	3	13	-4	-44	14	-4	0.87	1.4
COc1ccccc1C(=O)N1CC(=O)Nc2ccc(C)cc2C1c1ccc(F)cc1 (stereo not given)	-5	2	0	-1	4	-1	0.98	1
CCCCN(C(=O)c1ccc(NC2CC2)c([N+](=O)[O-])c1)c1c(N)n(CCCC)c(=O)[nH]c1=O	-1	4	0	-5	-7	-1	0.96	1
CCN1C(=O)C(CC(=O)N2CCN(C(c3ccccc3)c3ccccc3)CC2)N(CC)C1=O (stereo not given)	5	0	-3	-3	-14	11	1	1
CCCc1cc2c(=O)c(-c3ccc4c(c3)OCCO4)c(C)oc2cc1OS(C)(=O)=O	0	4	1	3	10	-6	0.96	0.97
CN(C(=O)COC(=O)c1ccc2ccccc2n1)C1CCCCC1	-1	0	-1	-8	-9	3	1	1.1
COCc1cc(C)nc(N2CCN(Cc3ccccc3)CC2)c1C#N	72*	-10	4	-7	-6	-5	1.1	1.1
C[C@@]12C(=O)Nc3ccc(Br)cc3C(=O)N1[C@H]1c3cc(Br)ccc3OC[C@@H]1[C@@H]2c1ccccc1	-1	10	-1	12	-2	-3	0.9	0.89
COc1cc(OC)cc(C(=O)NC2CCN(Cc3nnnn3Cc3cccs3)CC2)c1	-3	-7	-1	-9	9	5	1.1	1.1
COc1ccc(NC(=O)CSc2nnc(C)n2C2CCCCC2)cc1	-1	2	0	7	5	-2	0.98	0.93
c1ccc(CCn2c3ccccc3c3nnc(SCc4ccc5nonc5c4)nc32)cc1	-3	12	6	5	-3	-6	0.89	0.95
CC(C)=CCN1CCN(Cc2ccc(Sc3nncn3C)o2)CC1CCO (stereo not given)	-1	9	-13	1	-12	-6	0.91	0.99
Cc1ccccc1CSc1nc(C(C)(C)C)cc(=O)[nH]1	-1	5	-8	-7	-3	-1	0.95	1.1
Fc1cccc(CN2CCSCC2)c1	-1	-2	3	-1	-11	-2	1	1
O=C(COC(=O)CCc1c[nH]c2ccccc12)NCc1ccc(Cl)cc1	-3	-4	-1	-10	2	-9	1	1.1
C/C(=N\NC(=O)c1ccc(N(C)C)cc1)c1ccc(C)cc1C	-3	-4	-3	-7	1	-1	1	1.1
COC(=O)c1cc(NC(=O)C2CC=CCC2C(=O)O)cc(C(=O)OC)c1 (stereo not given)	-1	0	-12	-4	-6	-1	0.99	1
Cc1nn(-c2ccccc2)c(C)c1C(=O)OCC(=O)Nc1ccccc1C(F)(F)F	0	-5	5	-8	-4	-4	1.1	1.1
Cc1ccc(-n2ncc3c(=O)n(CC(=O)N(C)C)cnc32)cc1C	1	-2	2	9	9	4	1	0.91
CN(C)CCN(Cc1ccc(Cl)cc1)c1ccccn1	1	4	5	-5	11	-7	0.96	1.1
O=C(NCc1ccco1)c1cc2n(n1)C(C(F)(F)F)CC(c1ccc(Cl)c(Cl)c1)N2 (stereo not given)	-3	-9	11	0	4	3	1.1	1
O=c1cc(-c2ccc(O)c(O)c2)oc2cc(O[C@@H]3O[C@H](CO)[C@@H](O)[C@H](O)[C@H]3O)cc(O)c12	-2	-1	-8	-17	15	28	1	1.2
COc1ccc(N2C(=O)CCC2=O)c(OC)c1	1	-14	2	-26	3	-6	1.1	1.3
Cc1ccc[n+](CC(=O)Nc2ccc(Cl)c([N+](=O)[O-])c2)c1	0	15	-10	-32	4	-6	0.85	1.3
N=C1C(=O)OCC1c1ccccc1NC(=O)Nc1ccccc1 (stereo not given)	0	1	-2	0	-16	-2	0.99	1
CCOc1cc(C(=O)Nc2ccon2)cc(OCC)c1OCC	6	-2	2	0	-20	3	1	0.99
O=C(c1ccc(Cl)cc1)C1CCCN(Cc2cnn(-c3ccccc3)c2)C1 (stereo not given)	0	10	9	11	1	8	0.9	0.89
COc1ccc(C(=O)N/C(=C\c2cn(S(=O)(=O)N(C)C)c3ccccc23)C(=O)NCCCn2ccnc2)cc1	-7	3	-12	-12	11	-2	0.97	1.1
CCCC(=O)Nc1nnc(S(=O)(=O)N(CC)c2ccc(OC)cc2)s1	-3	3	9	5	-16	-5	0.97	0.95
COc1ccc(C(CNC(=O)CNC(=O)c2cc(OC)c(OC)c(OC)c2)N2CCOCC2)cc1 (stereo not given)	-5	8	3	24	-1	0	0.92	0.76
Oc1ccc(-c2cccc(-c3ccc(O)cc3)c2)cc1	-5	-11	-12	-1	6	6	1.1	1
COc1cccc(N2C(=O)c3cccnc3C2O)c1 (stereo not given)	-3	5	-2	19	6	-4	0.95	0.81
CN1CCN(C(=O)C(N)Cc2ccccc2)CC1 (stereo not given)	0	-12	15	-4	-3	8	1.1	1
Cc1ccc(NC(=O)Nc2ccc3c(c2)N(C)C(=O)CS3)cc1C	4	-209	-9	-28	36	1	3.1*	1.3
O=C(CNS(=O)(=O)c1cccs1)Nc1ccc2c(c1)OCCO2	-2	8	4	-3	-3	-8	0.92	1
Cc1ccc(S(=O)(=O)N2CCCC2)cc1C(=O)NCc1ccccc1CN1CCCC1	-1	-20	0	-36	2	0	1.2	1.4
Cc1ccc(S(=O)(=O)CCC(=O)OCc2ccccc2)cc1	2	1	4	1	3	-4	0.99	0.99
O=C(CSc1nc2ccccc2[nH]1)N1CCCCC1	2	2	8	-13	-4	-4	0.98	1.1
CN(Cc1cccnc1)C(=O)CC1C(=O)NCCN1CC(c1ccccc1)c1ccccc1 (stereo not given)	-6	-1	-8	-8	0	3	1	1.1
COc1ccc(CCNC(=O)c2cccc(S(=O)(=O)N3CCCC3)c2)cc1	-4	-6	3	-8	8	-5	1.1	1.1
O=C(c1ccc2c(=O)n3c(nc2c1)CCCCC3)N1CCN(c2ccccc2)CC1	-7	-1	-9	-10	1	-6	1	1.1
O=C(NC(=S)NCc1ccccc1)c1ccccc1	1	0	7	-15	7	-5	1	1.2
CC(O)c1nc2c(c(=O)n(C)c(=O)n2C)n1C (stereo not given)	21	5	-8	2	13	-4	0.95	0.98
O=C(CNC(=O)c1cccc(Br)c1)NCCc1nc2ccccc2[nH]1	-3	1	-3	2	5	-12	0.99	0.98
CCc1cccc(CC)c1N(COC)C(=O)Cn1nnc2ccccc21	5	-14	-7	-10	-24	-29	1.1	1.1
O=c1c(-c2ccc(Cl)cc2)[n+]([O-])c2ccccc2n1OCc1ccccn1	0	1	-10	0	0	8	0.99	1
CCOc1ccc(C(=O)NCC(=O)NNC(=O)c2cc(C)oc2C)cc1OCC	-3	4	-1	-14	-30	4	0.96	1.1
COC(=O)C1C/C(=N\NS(=O)(=O)c2ccc(C)cc2)c2ccccc2C1 (stereo not given)	-4	-6	0	-14	-16	1	1.1	1.1
Cn1c(=O)[nH]c2sc3c(c2c1=O)CC(C)(C)OC3	2	-7	5	10	-2	-3	1.1	0.9
COC(=O)Cc1ccc(NC(=S)NCc2ccc(OC)cc2)cc1	-3	-8	-1	-17	0	-2	1.1	1.2

The last 5 entries of the section before open the next one:
SMILES	APOBEC3A inh	mIAP block	ATG4B inhibitor	hIAP block	PfG6PD inh	HKDC1 inh	mIAP activ	hIAP activ
O=c1c(-c2ccc(Cl)cc2)[n+]([O-])c2ccccc2n1OCc1ccccn1	0	1	-10	0	0	8	0.99	1
CCOc1ccc(C(=O)NCC(=O)NNC(=O)c2cc(C)oc2C)cc1OCC	-3	4	-1	-14	-30	4	0.96	1.1
COC(=O)C1C/C(=N\NS(=O)(=O)c2ccc(C)cc2)c2ccccc2C1 (stereo not given)	-4	-6	0	-14	-16	1	1.1	1.1
Cn1c(=O)[nH]c2sc3c(c2c1=O)CC(C)(C)OC3	2	-7	5	10	-2	-3	1.1	0.9
COC(=O)Cc1ccc(NC(=S)NCc2ccc(OC)cc2)cc1	-3	-8	-1	-17	0	-2	1.1	1.2
Cc1ccc(S(=O)(=O)c2nc(S(C)(=O)=O)sc2N2CCCC2)cc1	-4	10	-1	-5	2	-1	0.9	1.1
Fc1ccccc1NC(=S)N/N=C/c1ccccc1Br	-1	11	10	3	-2	10	0.89	0.97
Cc1ccc(/C=N/NC(=O)c2ccncc2)s1	-3	-7	8	0	-20	-1	1.1	1
CC1SC(=S)N(c2ccc(N(C)C)cc2)C1=O (stereo not given)	-4	6	6	-32	-22	-5	0.94	1.3
CN(C)S(=O)(=O)c1ccc(C(=O)Nc2nc(-c3ccccc3)c(C(=O)c3ccccc3)s2)cc1	0	6	-4	1	-16	1	0.94	0.99
Cc1ccc(NC(=O)CN(C)Cc2nc3ccccc3c(=O)[nH]2)c(Br)c1	-2	-15	1	5	2	5	1.1	0.95
Cc1ccc(/C=N/OC(=O)c2nn(C)cc2Cl)cc1	-3	9	-3	-8	-10	-5	0.91	1.1
O=C(NCC1CCCO1)c1cccc2c1C(=O)c1ccc(N3CCC(Cc4ccccc4)CC3)cc1S2(=O)=O (stereo not given)	-6	5	-16	13	11	2	0.95	0.87
CCN=C1SC(C(=O)Nc2ccccc2)CC(=O)N1CC (stereo not given)	-2	0	-4	10	0	3	0.99	0.9
CC(=O)c1c(N2CCN(c3ccc(F)cc3)CC2)nc(=S)n(-c2ccccc2)c1C	-1	3	13	-5	30	-4	0.97	1
CN1CCN(C(=O)c2ccc3c(c2)NC(=O)C(C)(C)O3)CC1	-2	0	7	-13	-5	-4	1	1.1
CSc1nc(Cl)cc(Nc2ccccc2N)n1	-1	-3	5	-2	-3	-9	1	1
